Screens (PubChem)
mcGAS MS inh – inhibitors of mouse cGAS. Q8C6L5. recombinant mouse cGAS, cGAMP by RapidFire MS. inhibition, % at 12.5 µM. 0.18% of 130,000 active;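 active means inhibition of cGAS enzyme activity at or above 60%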;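 further: enzyme stimulated by 45 bp dsDNA with ATP and GTP substrates; cGAMP share of summed cGAMP plus half ATP and half GTP signals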
Target sequence (Q8C6L5 whole entry, looked up): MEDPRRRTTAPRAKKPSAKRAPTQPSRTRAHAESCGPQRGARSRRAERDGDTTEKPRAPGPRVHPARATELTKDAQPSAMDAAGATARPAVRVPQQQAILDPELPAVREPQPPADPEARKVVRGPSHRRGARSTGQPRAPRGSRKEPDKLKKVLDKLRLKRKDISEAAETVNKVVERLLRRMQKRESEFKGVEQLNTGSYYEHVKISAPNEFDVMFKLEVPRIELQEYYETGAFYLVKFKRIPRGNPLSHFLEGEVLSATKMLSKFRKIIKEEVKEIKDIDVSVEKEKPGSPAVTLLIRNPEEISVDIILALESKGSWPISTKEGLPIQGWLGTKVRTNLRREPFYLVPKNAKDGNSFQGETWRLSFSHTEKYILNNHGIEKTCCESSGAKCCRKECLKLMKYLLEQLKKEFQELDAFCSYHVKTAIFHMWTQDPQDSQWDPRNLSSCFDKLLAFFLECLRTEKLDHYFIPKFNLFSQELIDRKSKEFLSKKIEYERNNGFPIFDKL
Active calls of the source: *; & = joins results of further samples.

mcGAS MS inh,SMILES
4,CC(C)(C)C1CCc2sc(C(=O)N3CCCC(C(=O)Nc4nncs4)C3)cc2C1 (centres undefined)
0,CC(C)(C)C(=O)c1sc2c(c1N)c(=O)[nH]c(=O)n2CC1CCCO1 (centres undefined)
-13,Cc1ccnc(NCCNC(=O)c2ccc(NC(=O)C3CCC3)cc2)c1
-3,c1ccc(NC2CCCN(Cc3ccc4c(c3)OCCO4)C2)cc1 (centres undefined)
-7,COC(=O)C1=C(SC)N(c2ccccc2)C(c2ccccc2)CC1=O (centres undefined)
1,N#CC1C(SCC(=O)N2CCc3ccccc32)=NC2=C(C(=O)CCC2)C1c1cccnc1 (centres undefined)
-11,O=C(CC1CCS(=O)(=O)C1)Nc1cnc2n1CCCC2 (centres undefined)
2,CN(C(=O)c1ccccc1)c1ccc(OCC(=O)O)cc1
-6&0,CN(Cc1cccnc1)C(=O)c1cc(COc2ccc(F)c(F)c2)on1
-5&3,O=C(C1CCCO1)N(Cc1ccccc1)c1nc2c(s1)CCCC2 (centres undefined)
0,Cc1noc(CS(=O)(=O)Cc2ccc(Cl)s2)n1
-46,COCCN(CCOC)C(=O)c1ccc(-c2ccc(F)cc2)n1C
-9,CC1CN(CC2(CN3CC(C)OC(C)(C)C3)COC2)CC(C)(C)O1 (centres undefined)
-4,COc1ccc(S(=O)(=O)NCC2CCCN(C(=O)c3c(C)noc3C)C2)cc1 (centres undefined)
1,CN1OC(C)(CC(=O)N2CCCC2)N=C1c1ccc(N(C)C)cc1 (centres undefined)
-9,Cc1cc(C)cc(N2CCn3c2nc2c3c(=O)n(Cc3cc(C)ccc3C)c(=O)n2C)c1
3,O/N=C1/CCc2nonc2/C1=N/Nc1ccccc1
-4,CC(C)c1ccc(/C=N\NC(=O)CSc2nnc(-c3ccccc3)n2-c2ccccc2)cc1
-16&-3,c1ccc2sc(C3CCCCN3)nc2c1 (centres undefined)
-11,CC(=O)Nc1ccc(N2C(=O)CSC2c2c(F)cccc2Cl)cc1 (centres undefined)
-2,CC(NC(=O)NCCc1cnn(C)c1)C1CCCO1 (centres undefined)
-3,CC1CN(C)CCC1N(C)S(=O)(=O)c1cc(F)ccc1Cl (centres undefined)
1,COCCS(=O)(=O)Nc1ccc(Br)c(C)n1
-14,Cc1nc2ccc(CC(=O)N3CCC4(CC3)CNC(=O)C4)cc2[nH]1
-7,CC(C)c1c(C(=O)NCC2CC2)cnn1-c1ccccc1
2,CCCCCCCSc1nc2nc(C)cc(C)n2n1
-4,Cc1cn2c3c(=O)n(Cc4ccccc4Cl)c(=O)n(C)c3nc2n1CCN1CCOCC1
-2,Cc1ccc(CNC(=O)CCc2nnc(-c3ccc4c(c3)OCO4)o2)c(F)c1F
-9,CCOc1ccc(/C=N\NC(=O)CSc2nnc(-c3ccc(OC)c(OC)c3)n2-c2ccccc2)cc1
0,CCc1ccc(C(=O)N2CCN(C(=O)CCCn3ccnc3C)CC2)cc1

Remaining list, next part
mcGAS MS inh,SMILES
-5,CCN1CCC(NC(=O)c2ccc(NC(=O)c3cccs3)cc2)CC1
-7,O=c1c2nnc3c(-c4ccc(Cl)cc4)cnn3c2ccn1CCCO
-5,Cc1ccc(S(=O)(=O)/C(C#N)=C/N2CCN(c3ccccc3)CC2)cc1C
-8,CCn1cnnc1CCNC(=O)c1cccc2ccnn12
-49,CC(NCc1cnc(C2CCC2)s1)c1ccc(-n2cccn2)cc1 (centres undefined)
-6,C=CCOc1c(Br)cc(C2c3cc4c(cc3OC(=N)C2C#N)OCO4)cc1OC (centres undefined)
-4,Oc1ccc(C(O)CSc2nnc(NCc3ccco3)s2)cc1 (centres undefined)
2,O=C(NC1CS(=O)(=O)c2ccccc21)c1cnn(-c2ccccc2Cl)c1 (centres undefined)
-1,O=C(O)CN(CC(=O)O)C(=O)/C=C/c1ccccc1
-24,CC(C)n1cnnc1CN(C)c1cc(N2CCOCC2)nc(N)n1
-13,O=C1COc2ccc(NC(=O)c3c4c(nn3C3CCS(=O)(=O)C3)CCC4)cc2N1 (centres undefined)
-9,Cc1ccc(Cn2c(C)c(C(=O)NC3CC3)sc2=O)cc1
-8,CN(C)c1ncccc1CNC(=O)c1cccc2c1NCCC2
-13,CCN(Cc1ccc(OC)c(F)c1)C(=O)c1sc2nc(CSC)[nH]c(=O)c2c1C
-1,COc1cccc(C(=O)N2CCC(c3nc(C)ccc3C(=O)N3CCC4CCCCC4C3)CC2)c1 (centres undefined)
2,COc1c2c(nc3ccccc13)OC(C(C)(O)CO)C2 (centres undefined)
12,Cc1cc(C)n(-c2nc3c(c(C(F)(F)F)n2)CC(C)CC3)n1 (centres undefined)
-3,CCOC(=O)C1(Cc2ccccc2)CCCN(Cc2ccc(NC(C)=O)cc2)C1 (centres undefined)
-3,COc1ccc(OC)c(N2CCN(S(=O)(=O)c3ccc(C)cc3)C(C)C2=O)c1 (centres undefined)
-4,Cn1cc(C(=O)NC2CCN(C(=O)c3ccc4c(c3)CCC4)CC2)cn1
16,CCc1ccc(CNC(=O)c2cc(F)ccc2OC)s1
-1,Cc1ccc(Cc2cnc(NC(=O)C3Cc4ccc(C)cc4C(=O)O3)s2)cc1 (centres undefined)
-2,COCC(=O)N1CCC2(CC1)CN(Cc1ccc(N(C)C)nc1)CCN2C
6,CC(=O)NC(c1ccccc1)c1nc(-c2cnc3ccccc3c2)cs1 (centres undefined)
-8,CC1CN(c2ccccc2)c2nc3c(c(=O)n(Cc4ccccc4)c(=O)n3C)n2C1 (centres undefined)
-20,CCOC1CC(=O)C12CCCC2 (centres undefined)
-1,CS(=O)(=O)N1CCc2cc(C(=O)Nc3nc(-c4ccccc4Cl)cs3)ccc21
-5,CCNc1ncc(-c2nc(CCc3ccccc3)nn2-c2ccccn2)cn1
-14,CSc1nc(N)c(C#N)c(C(C)C)c1C#N
-14,N#Cc1ccccc1NC(=O)CCN1CCCc2ccccc21

The list continues.
mcGAS MS inh,SMILES
-12,CC(=O)NCC(c1ccc2c(c1)CCN2C)N1CCOCC1 (centres undefined)
-9,CN1CCCC2(CCN(S(=O)(=O)c3ccc(-c4cnco4)s3)C2)C1=O (centres undefined)
-3,O=C(Cc1coc2ccccc2c1=O)c1nc2ccccc2s1
-7,O=C(c1ccc([N+](=O)[O-])cc1)N1CCN(C(C(=O)N2CCc3ccccc3C2)C2CCCC2)CC1 (centres undefined)
-5,Cn1cc(C(=O)N2CC(=O)Nc3ccccc3C2c2ccccc2)ccc1=O (centres undefined)
-6,Cc1c(Cl)ccc(C(=O)O)c1N
-9,Cc1[nH]cnc1CSCCn1cnc(-c2ccccc2)c1-c1cnn(C)c1
-12,Cc1cc(C)cc(CC(=O)N2CCC2(C)C(=O)NS(=O)(=O)C2CC2)c1 (centres undefined)
-15,S=C(Nc1ccccc1)NC1C2CN3CCN(C2)CC1(c1ccccc1)C3 (centres undefined)
-10,COCCN(CCOC)c1nc(S(=O)(=O)c2ccc(C)cc2)c(Cl)s1
-10,CN1CCCc2cc(C(CNC(=O)c3ccc(Br)o3)N3CCCC3)ccc21 (centres undefined)
3,Cc1ccccc1CNC(=O)CCCn1nnnc1CN1CCC(C)CC1
-6,COc1ccccc1CNC(=O)C1(C)CCN1CCOc1ccc(C)cc1 (centres undefined)
-11,O=c1cc(CSc2nnnn2C2CC2)nc2ccc(Br)cn12
-20,Cc1cc(NC(=O)c2ccc(C(C)(C)C)cc2)no1
3,CC(C)(CC1CCOCC1)C(=O)O
0,Nc1cccc2ccc(Cl)nc12
-3,Cc1nc2ccc(NC(=O)NCC(c3cccs3)N(C)C)cc2s1 (centres undefined)
-15,Cn1cccc1C1CCCN1CC(=O)NC1CCCc2ccccc21 (centres undefined)
3,COC(=O)c1cccc(NC(=O)C(C)C)c1C
-4,CCCn1c(SCC(=O)c2cc(C)n(C(C)C)c2C)n[nH]c1=O
4,CC(NC(=O)NC1CCN(S(C)(=O)=O)CC1)c1ccccc1Cl (centres undefined)
-4,COc1cc(-c2c(NC(=O)CC(C)C)oc3c(C)cccc3c2=O)cc(OC)c1OC
-16,Cc1cc(-n2cccn2)ccc1-c1c(-c2ccccc2)ncn1Cc1ncc[nH]1
9,O=S(=O)(c1ccccc1)N1CCN(Cc2cnc(-c3ccccn3)nc2)CC1
2,Cc1nc(-c2ccccc2)sc1C(=O)NCCCn1nc(-c2ccc(F)cc2)ccc1=O
3,CN(Cc1ccc(F)cc1)C(=O)CN(C)S(=O)(=O)/C=C/c1ccccc1
-13,COc1ccc(C2=N/C(=C\c3cccc(C(F)(F)F)c3)C(=O)O2)cc1OC
-14,COc1ccc(-c2ccc(NC(=O)C3CC3)nc2)c2cccnc12
-2,CCOc1ccc(C(=O)N2CCCC(c3nn(C)c(=O)n3CC)C2)o1 (centres undefined)

Further results follow:
mcGAS MS inh,SMILES
-7,CCc1[nH]nc2c1C(c1ccncc1Cl)CC(=O)N2 (centres undefined)
-4,O=c1[nH]c(=S)[nH]c(O)c1C(c1ccncc1)c1c(O)[nH]c(=S)[nH]c1=O
3,COc1c(C)cnc(CNC(=O)c2ccc(N(C)C)c(F)c2)c1C
-1,Cc1[nH]nc(-n2cnc3ccccc3c2=O)c1-c1ccc(Cl)cc1
-3,N[C@@H]1CC[C@@H](NS(=O)(=O)c2cccc(Oc3ccccc3)c2)C1
-13,CCOC(=O)c1c(C)[nH]c2ccc3c(c12)CN1CCc2cc(OC)ccc2C1O3 (centres undefined)
-6,Clc1ccc2c(c1)SNC(c1ccccc1)=N2
-20,COc1ccc(-c2nc(CC(=O)NCc3ccco3)sc2C)cc1
3,CNc1snc(C)c1C(=O)N(C)OC
-5,COc1cccc(Cc2cnc(NC(=O)c3cc4ccccc4o3)s2)c1
-1,O=C(O)c1cc(N2CCOC2=O)ccc1F
-9,CCc1ncc(NC(=O)c2ccc(C)c(Cl)c2)cn1
8,O=C(NCC1CC1)C1CCN(c2ccc(S(=O)(=O)N3CCOCC3)cc2[N+](=O)[O-])CC1
-8,CN(CC1CCN(CCc2ccc(Cl)cc2)CC1)C1CCC1
-5,Cc1ccccc1CC(C)(C)NC(=O)NCCn1ccnc1
-6,NS(=O)(=O)c1ccc(CCn2ccnc2-c2ccccn2)cc1
-10,Cc1ccc(S(=O)(=O)Nc2cc(Cl)ccc2C)cc1C
-11,CC(C)n1ccnc1CSc1nnc(CC2CCNCC2)n1C
-30,CCCCN1CC23C=CC(O2)C(C(=O)O)C3C1=O (centres undefined)
-3,Nc1cc(-c2cccc(C(F)(F)F)c2)nn1-c1ccc(C(=O)NC(c2ccccc2)c2ccc(Cl)cc2)cc1 (centres undefined)
0,Cc1cc(C)n(C2CCN(CCn3c(=O)oc4ccccc43)C2)n1 (centres undefined)
-5,CN(C)S(=O)(=O)c1csc(-c2cccc(Br)c2)n1
-2,CC(O)C(=O)O (centres undefined)
-12,CCc1cc(CN(C)C(=O)c2ccc3sc(C)nc3c2)on1
12,O=C(NCc1ccco1)C1CCCN1c1nnc(N2CCCC2=O)s1 (centres undefined)
3,O=c1[nH]c2c(-c3nc4ccccc4[nH]3)c(O)cn2c2sc3c(c12)CCCC3
-10,Cc1csc(CNC(=O)N2CCC(C(=O)c3cc(F)ccc3F)CC2)n1
-26,COC(=O)[C@@H]1C[C@@H](N(C)C)CN1C(=O)c1cccc2cc(C)oc12
9,CCOC(=O)C1(C)CCN1C(=O)c1ccc(C)c(F)c1 (centres undefined)
-3,CC(C)(C)c1cc2nc(C(=O)O)cc(-c3cccc(F)c3)n2n1

Remaining list, next part
mcGAS MS inh,SMILES
-18,Cc1ccccc1CCC1CCCN(CC(=O)NC2CC2)C1 (centres undefined)
-36,C=C(C)N/N=C1\NC(=O)C(CC(=O)Nc2ccc(C)cc2C)S1 (centres undefined)
10,CCO[C@H]1COC[C@@H]1NC(=O)C1(N2CCCC2)CCCC1
-8,CCN(CC)c1ccc(C(=O)CN2C(=O)CON=C2c2cccc(C#N)c2)cc1
-11,Oc1ccc(CN2CCCn3cccc3C2c2ccc(C(F)(F)F)cc2)c(O)c1 (centres undefined)
-5,CC(C)NC(=O)CCS(=O)(=O)c1ccccc1Cl
-4,COC(=O)c1ccc(-c2nc(CN3CCCC3c3cccc(OC)c3)c(C)o2)cc1 (centres undefined)
-12,O=c1[nH]nc(CCn2cccn2)n1-c1cccc(Br)c1
-7,O=C(CC1=CCCCC1)NCc1cccnc1N1CCOCC1
0,Cc1ccc(S(=O)(=O)N2CCN(C(=O)/C=C/c3cnn(C)c3)CC2)c(C)c1
-3,CC(C(=O)NC1CC1)N1CCN(C(C)c2nc(N)nc(N(C)C)n2)CC1 (centres undefined)
-18,Cc1ccc(-c2cccc(C(=O)NCCn3ccnc3)c2)o1
-33,CC(C)Oc1cc(-c2ccc(S(C)(=O)=O)cc2)nc(N)n1

Shown with tabs: part of the list above.
structure	mcGAS MS inh
O=c1[nH]c2c(-c3nc4ccccc4[nH]3)c(O)cn2c2sc3c(c12)CCCC3	3
Cc1csc(CNC(=O)N2CCC(C(=O)c3cc(F)ccc3F)CC2)n1	-10
COC(=O)[C@@H]1C[C@@H](N(C)C)CN1C(=O)c1cccc2cc(C)oc12	-26
CCOC(=O)C1(C)CCN1C(=O)c1ccc(C)c(F)c1 (centres undefined)	9
CC(C)(C)c1cc2nc(C(=O)O)cc(-c3cccc(F)c3)n2n1	-3
Cc1ccccc1CCC1CCCN(CC(=O)NC2CC2)C1 (centres undefined)	-18
C=C(C)N/N=C1\NC(=O)C(CC(=O)Nc2ccc(C)cc2C)S1 (centres undefined)	-36
CCO[C@H]1COC[C@@H]1NC(=O)C1(N2CCCC2)CCCC1	10
CCN(CC)c1ccc(C(=O)CN2C(=O)CON=C2c2cccc(C#N)c2)cc1	-8
Oc1ccc(CN2CCCn3cccc3C2c2ccc(C(F)(F)F)cc2)c(O)c1 (centres undefined)	-11
CC(C)NC(=O)CCS(=O)(=O)c1ccccc1Cl	-5
COC(=O)c1ccc(-c2nc(CN3CCCC3c3cccc(OC)c3)c(C)o2)cc1 (centres undefined)	-4
O=c1[nH]nc(CCn2cccn2)n1-c1cccc(Br)c1	-12
O=C(CC1=CCCCC1)NCc1cccnc1N1CCOCC1	-7
Cc1ccc(S(=O)(=O)N2CCN(C(=O)/C=C/c3cnn(C)c3)CC2)c(C)c1	0
CC(C(=O)NC1CC1)N1CCN(C(C)c2nc(N)nc(N(C)C)n2)CC1 (centres undefined)	-3
Cc1ccc(-c2cccc(C(=O)NCCn3ccnc3)c2)o1	-18
CC(C)Oc1cc(-c2ccc(S(C)(=O)=O)cc2)nc(N)n1	-33

Some of the compounds tested, so the mix of outcomes need not match the whole.
